High-throughput results (PubChem BioAssay)
GSK3B inh = inhibitors of human GSK3beta kinase | P49841 | hit rate 0.038% among 300,000 | activity score (negative = inhibition), % at 10 µM | GST-GSK3beta kinase, ADP-Glo luminescence, 60 min; stronger effect = lower value;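 active = more than half of replicate wells score below -50%, meaning over 50% inhibition versus plate controls; inconclusive = some replicates but at most half score below -50%; inactive = no replicate scores below -50%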;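 note: 0% = median DMSO wells and -100% = median GW8510 positive control wells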
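Test system – GST-tagged human GSK3beta kinase, cell-free · Incubation – 60 min enzyme reaction, room temperature · Signal – ADP-Glo luminescence · Also added – peptide substrate and ATP at 25 µM · Controls – DMSO neutral wells and GW8510 at 20 µM as positive · Buffer or medium – Tris/MgCl2 kinase buffer · Measure – Luminescence-derived activity versus plate DMSO and GW8510 wells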
HDAC3 inh = human HDAC3 inhibition; O15379; recombinant HDAC3, fluorogenic peptide/trypsin coupled, fluorescence; inhibition, % at 8.3 µM; hit rate 0.15% among 320,000; AID 2718; in the data active = inhibition above about 26%, passing the limit was not always enough; inconclusive = no clear call, values can overlap the other calls
PolyA inh = blocks polyadenylation in yeast reporter cells; S. cerevisiae SKY197-pL101 polyadenylation reporter, beta-gal luminescence; efflux-impaired pdr1/pdr3 knockout yeast; score 100 = 6 SD above DMSO; calls only at 12 µM; hit rate 0.02% among 300,000;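 active = lowest replicate activity score at least 50, where 100 means six control SD above control mean; inconclusive = lowest score under 50 but half or more replicates reach 50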;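 note: yeast exposed to compound for 9 h at 30 °C; higher score means more reporter readthrough which indicates perturbed polyadenylation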
KCNK3 block = human KCNK3 channel inhibition, primary screen | O14649 | CHO-KCNK3 thallium flux, FluxOR fluorescence; stronger effect = lower value | B-score at 10 µM | hit rate 0.84% among 340,000 | AID 602410;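 active = B-score under library mean minus 4 SD, starting fluorescence ratio at most library mean plus 5 SD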;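 note: more negative B-score means stronger inhibition of thallium flux through KCNK3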
DYRK1A inh = inhibitors of rat Dyrk1A kinase | ADP-Glo luminescence, NFATc1 peptide | AID 504441 | inhibition, % at 12.5 µM | hit rate 0.43% among 310,000; in the data active = inhibition above about 50%;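 note: plate controls were vehicle with enzyme for no effect and no enzyme for full effect; many of its hits are not listed in these tables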
hERG protect = compounds protecting human hERG from proarrhythmic drug block. CHO-hERG, FluxOR thallium flux, dofetilide IC70 present. activation (rescue from dofetilide block), less the hit threshold, % at 10 µM. hit rate 0.51% among 310,000;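 active = activation above the mean of controls blocked by dofetilide plus 5 SD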;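 note: thallium influx through hERG after potassium depolarization seen as dye fluorescence rise; in these data hits start at about 4.7%; inactives centre near -7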
Target sequence (Q12809 whole entry, looked up): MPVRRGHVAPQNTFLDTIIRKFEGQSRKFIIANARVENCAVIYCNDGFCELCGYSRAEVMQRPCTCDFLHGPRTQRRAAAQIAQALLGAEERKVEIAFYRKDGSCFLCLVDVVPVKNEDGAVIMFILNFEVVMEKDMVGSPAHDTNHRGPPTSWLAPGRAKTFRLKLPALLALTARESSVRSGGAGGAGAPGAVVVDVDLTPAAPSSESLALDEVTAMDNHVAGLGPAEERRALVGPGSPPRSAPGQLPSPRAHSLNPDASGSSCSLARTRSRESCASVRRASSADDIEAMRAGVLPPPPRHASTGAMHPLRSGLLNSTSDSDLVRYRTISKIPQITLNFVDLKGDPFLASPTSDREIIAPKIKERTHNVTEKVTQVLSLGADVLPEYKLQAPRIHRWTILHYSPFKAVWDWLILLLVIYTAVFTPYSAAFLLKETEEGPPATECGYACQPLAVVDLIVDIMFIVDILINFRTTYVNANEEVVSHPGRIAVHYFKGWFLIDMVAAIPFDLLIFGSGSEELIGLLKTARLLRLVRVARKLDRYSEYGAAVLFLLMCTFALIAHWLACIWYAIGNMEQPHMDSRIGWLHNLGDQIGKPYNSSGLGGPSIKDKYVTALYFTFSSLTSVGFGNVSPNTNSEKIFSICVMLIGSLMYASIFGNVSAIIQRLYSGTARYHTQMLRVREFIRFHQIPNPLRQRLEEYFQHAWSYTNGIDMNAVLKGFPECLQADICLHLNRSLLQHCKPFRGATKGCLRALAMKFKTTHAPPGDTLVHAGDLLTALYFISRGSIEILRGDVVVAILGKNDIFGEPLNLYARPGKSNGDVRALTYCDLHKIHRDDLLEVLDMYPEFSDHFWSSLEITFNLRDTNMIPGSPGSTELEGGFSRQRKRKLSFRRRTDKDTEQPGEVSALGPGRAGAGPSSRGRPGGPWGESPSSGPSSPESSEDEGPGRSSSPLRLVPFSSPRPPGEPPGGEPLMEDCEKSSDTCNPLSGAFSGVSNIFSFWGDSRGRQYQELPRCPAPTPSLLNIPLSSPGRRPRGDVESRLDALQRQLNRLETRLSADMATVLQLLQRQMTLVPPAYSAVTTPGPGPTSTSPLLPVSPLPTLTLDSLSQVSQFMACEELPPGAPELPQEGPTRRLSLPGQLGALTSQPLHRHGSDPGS
KCNQ1 act = human KCNQ1 channel potentiation or activation; CHO-K1 KCNQ1, thallium flux FluxOR fluorescence; stronger effect = higher value; hit rate 0.35% among 310,000; P51787; B-score at 10 µM;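 active = fluorescence ratio B-score, a plate-corrected score, at least three library SD, with initial intensity B-score within 5 SD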
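Assay system: CHO-K1 cells stably expressing KCNQ1. Medium: assay buffer for compound exposure, DMSO matched across wells. Timing: 37 °C overnight plating, 90-min dark dye load, 20-min compound pretreatment. Signal: kinetic FluxOR fluorescence, 10 s baseline plus 110 s post-stimulus.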
GSK3 alpha inh = inhibitors of human GSK-3 alpha kinase; P49840; ADP-Glo luminescence, 60 min; inhibition, % at 10 µM; hit rate 0.1% among 320,000; AID 2650;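 in the data active = inhibition above about 50%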;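 note: GST-tagged GSK-3 alpha with peptide substrate and 25 µM ATP; 0% = DMSO neutral wells and 100% = GW8510 positive control wells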
KCNK9 inh = human KCNK9 channel inhibition; Q9NPC2; HEK293 KCNK9, FluxOR thallium flux fluorescence; stronger effect = lower value; B-score at 10 µM; hit rate 1.2% among 310,000;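 active = ratio B-score over 3 SD below the library mean, with starting fluorescence within 5 SD of its mean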;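 note: negative B-score means less thallium flux so channel inhibition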
RGS4 pot = potentiators or activators of RGS4. B-score at 10 µM. HEK293 M3R/inducible RGS4, carbachol calcium flux Fluo4; stronger effect = lower value. AID 463111. hit rate 0.92% among 310,000;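 active = B-score of the integrated calcium signal more than 4 SD below the library mean, with starting fluorescence not abnormally high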;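 note: negative B-score means reduced calcium response which marks RGS4 activation or potentiation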
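Also added: carbachol at ECmax as muscarinic agonist stimulus; Assay system: HEK293 cells with stable M3R and inducible RGS4; Timing: overnight RGS4 induction, 30 min dye load 37 °C, 20 min compound RT; Measured by: Fluo4-AM (2 µM) calcium-flux fluorescence, kinetic read.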
KCNQ1 inh = inhibitors of human KCNQ1 potassium channel | CHO-K1 KCNQ1, FluxOR thallium flux fluorescence; stronger effect = higher value | B-score at 10 µM | hit rate 1.3% among 310,000;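 active = compounds whose thallium flux B-score, printed positive for inhibition, exceeds three library SD while starting fluorescence stays within three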;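 note: channel opened by potassium depolarization with thallium stimulus after 20 min compound exposure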
The depositor's hits bear a star. Some of the compounds tested. The share of hits here may be higher or lower than overall.

Screening O=C1/C(=C/c2ccc([N+](=O)[O-])cc2)N2CCC1CC2 returned GSK3B inh -1, HDAC3 inh 1, PolyA inh inactive, KCNK3 block inactive, DYRK1A inh -4, hERG protect -3, KCNQ1 act inactive, GSK3 alpha inh -4, KCNK9 inh inactive, RGS4 pot inactive and KCNQ1 inh inactive.
`CC(C)(C)c1cc(OC(=O)Cc2ccccc2)ccc1O` gave GSK3B inh 3, HDAC3 inh inconclusive, PolyA inh inactive, KCNK3 block inactive, DYRK1A inh 12, hERG protect -6, KCNQ1 act inactive, GSK3 alpha inh -3, KCNK9 inh -12*, RGS4 pot inactive and KCNQ1 inh inactive.
Cc1ccccc1N1C(=O)NC(=O)/C(=C\c2cc(C)n(C)c2C)C1=O was read as GSK3B inh 0, HDAC3 inh 6, PolyA inh inactive, KCNK3 block inactive, DYRK1A inh -7, hERG protect -3, KCNQ1 act inactive, GSK3 alpha inh 2, KCNK9 inh inactive, RGS4 pot inactive and KCNQ1 inh inactive.
`CCOc1cc2c(cc1OCC)-n1cccc1C(c1ccc(F)cc1)NC2` (centres undefined) gave GSK3B inh -2, HDAC3 inh 0, PolyA inh inactive, KCNK3 block inactive, DYRK1A inh -6, hERG protect -6, KCNQ1 act inactive, GSK3 alpha inh -3, KCNK9 inh inactive, RGS4 pot inactive and KCNQ1 inh inactive.
`Oc1ccccc1/C=N/NP(=S)(c1ccccc1)c1ccccc1` gave GSK3B inh -4, HDAC3 inh 0, PolyA inh inactive, KCNK3 block -15*, hERG protect -14, KCNQ1 act inactive, GSK3 alpha inh -4, KCNK9 inh -13*, RGS4 pot inactive and KCNQ1 inh 12*.
CCN(CC)CCN=Cc1c(O)n(Cc2ccco2)c(=O)[nH]c1=O was read as GSK3B inh 1, HDAC3 inh -3, PolyA inh inactive, KCNK3 block inactive, hERG protect -13, KCNQ1 act inactive, GSK3 alpha inh 3, KCNK9 inh inactive, RGS4 pot inactive and KCNQ1 inh inactive.
Screening CC1(C)Cc2c(C#N)c(N3CCNCC3)nc(-c3ccco3)c2CS1 returned GSK3B inh 0, HDAC3 inh 5, PolyA inh inactive, KCNK3 block inactive, DYRK1A inh 13, hERG protect -9, KCNQ1 act inactive, GSK3 alpha inh -4, KCNK9 inh inactive, RGS4 pot inactive and KCNQ1 inh inactive.
For Cc1cc(=O)oc2c(C)c(OCC(=O)N3C[C@H]4C[C@@H](C3)c3cccc(=O)n3C4)ccc12 the results were GSK3B inh 1, HDAC3 inh 5, PolyA inh inactive, KCNK3 block inactive, DYRK1A inh -10, hERG protect -8, KCNQ1 act inactive, GSK3 alpha inh 0, KCNK9 inh inactive, RGS4 pot inactive and KCNQ1 inh inactive.
For CN(C)c1nc(-c2ccccc2)[n+](C)s1 the results were GSK3B inh 2, HDAC3 inh 2, PolyA inh inactive, KCNK3 block inactive, DYRK1A inh -4, hERG protect -12, KCNQ1 act inactive, GSK3 alpha inh 5, KCNK9 inh inactive, RGS4 pot inactive and KCNQ1 inh inactive.
`Cc1c(C(=O)O)cccc1-n1c(C)cc(/C=C2\C(=O)NC(=O)N(c3ccc4c(c3)OCO4)C2=O)c1C` gave GSK3B inh 2, HDAC3 inh 5, PolyA inh inactive, KCNK3 block inactive, DYRK1A inh 1, hERG protect 0, KCNQ1 act inactive, GSK3 alpha inh 0, KCNK9 inh inactive, RGS4 pot inactive and KCNQ1 inh inactive.
For CN1C2CCC1CC(OC(=O)c1ccc(Cl)cc1)(C(=O)O)C2 (centres undefined) the results were GSK3B inh 1, HDAC3 inh -7, PolyA inh inactive, KCNK3 block inactive, DYRK1A inh -6, hERG protect -6, KCNQ1 act inactive, GSK3 alpha inh -1, KCNK9 inh inactive, RGS4 pot inactive and KCNQ1 inh inactive.
For O=C(Cc1ccccc1)N1CCN(Cc2ccc([N+](=O)[O-])cc2)CC1 the results were GSK3B inh 3, HDAC3 inh 1, PolyA inh inactive, KCNK3 block inactive, DYRK1A inh -4, hERG protect -11, KCNQ1 act inactive, GSK3 alpha inh 0, KCNK9 inh inactive, RGS4 pot inactive and KCNQ1 inh inactive.
Screening CSc1ccc(C(=O)C2CCCN(Cc3ccn[nH]3)C2)cc1 (centres undefined) returned GSK3B inh -1, HDAC3 inh -17, PolyA inh inactive, KCNK3 block inactive, DYRK1A inh -11, hERG protect -9, KCNQ1 act inactive, GSK3 alpha inh 0, KCNK9 inh inactive, RGS4 pot inactive and KCNQ1 inh inactive.
`Cn1c(O)c(C=NC2CC3CCC2(C)C3(C)C)c(=O)[nH]c1=O` (centres undefined) gave GSK3B inh 0, HDAC3 inh -3, KCNK3 block inactive, DYRK1A inh -2, hERG protect 1, KCNQ1 act inactive, GSK3 alpha inh 3, KCNK9 inh inactive, RGS4 pot inactive and KCNQ1 inh inactive.
Screening O=C(c1ccc2c(c1)ncn2C1CCCCCC1)N1CCC2(CC1)OCCO2 returned GSK3B inh 2, HDAC3 inh 0, PolyA inh inactive, KCNK3 block inactive, DYRK1A inh 0, hERG protect -3, KCNQ1 act inactive, GSK3 alpha inh -1, KCNK9 inh inactive, RGS4 pot inactive and KCNQ1 inh inactive.
For O=C1NC(=O)C(=Cc2ccc(SC3CCCCC3)o2)C(=O)N1 the results were GSK3B inh 2, HDAC3 inh -1, PolyA inh inactive, KCNK3 block inactive, DYRK1A inh -3, hERG protect -9, KCNQ1 act inactive, KCNK9 inh inactive, RGS4 pot inactive and KCNQ1 inh inactive.
O=c1[nH]c(=S)n(Cc2ccc(F)cc2)c(O)c1/C=N/N1CCCCCC1 was read as GSK3B inh 0, HDAC3 inh 1, PolyA inh inactive, KCNK3 block inactive, DYRK1A inh -3, hERG protect -13, KCNQ1 act inactive, GSK3 alpha inh 2, KCNK9 inh inactive, RGS4 pot inactive and KCNQ1 inh inactive.
`O=C(c1ccccc1)c1ccc(N=Nc2c(O)[nH]c(=O)[nH]c2=O)cc1` gave GSK3B inh 3, HDAC3 inh -9, PolyA inh inactive, KCNK3 block inactive, DYRK1A inh 7, hERG protect -13, KCNQ1 act inactive, GSK3 alpha inh -1, KCNK9 inh inactive, RGS4 pot inactive and KCNQ1 inh inactive.
Screening COC(=O)C1=C(c2cc3ccccc3s2)C[C@@H]2CC[C@H]1N2C(=O)NCc1ccccc1 returned GSK3B inh -3, HDAC3 inh 11, PolyA inh inactive, KCNK3 block inactive, DYRK1A inh 11, hERG protect -6, KCNQ1 act inactive, GSK3 alpha inh -2, KCNK9 inh inactive, RGS4 pot inactive and KCNQ1 inh inactive.
Screening CCOc1ccc(N2C(=O)NC(=O)/C(=C\c3ccc(N4CCOCC4)cc3C)C2=O)cc1 returned GSK3B inh -5, HDAC3 inh 3, PolyA inh inactive, KCNK3 block inactive, DYRK1A inh -5, hERG protect -6, KCNQ1 act inactive, GSK3 alpha inh -1, KCNK9 inh inactive, RGS4 pot inactive and KCNQ1 inh inactive.
`Cc1cc(OC(C)C(=O)NCC(O)c2ccccc2)c2c3c(c(=O)oc2c1)CCCC3` (centres undefined) gave GSK3B inh -2, HDAC3 inh -8, PolyA inh inactive, KCNK3 block inactive, DYRK1A inh 4, hERG protect -9, KCNQ1 act inactive, GSK3 alpha inh 0, KCNK9 inh inactive, RGS4 pot inactive and KCNQ1 inh inactive.
`c1ccc(CCN2CCC3(CC2)OCCO3)cc1` gave GSK3B inh 3, HDAC3 inh -9, PolyA inh inactive, KCNK3 block inactive, DYRK1A inh -1, hERG protect -6, KCNQ1 act inactive, GSK3 alpha inh -4, KCNK9 inh inactive, RGS4 pot inactive and KCNQ1 inh inactive.
For CC/C(=N\Nc1cccc2ccccc12)c1c(O)[nH]c(=O)[nH]c1=O the results were GSK3B inh 1, HDAC3 inh -1, PolyA inh inactive, KCNK3 block inactive, DYRK1A inh -4, hERG protect -2, KCNQ1 act inactive, GSK3 alpha inh 3, KCNK9 inh inactive, RGS4 pot inactive and KCNQ1 inh inactive.
Screening O=c1c2ccccc2nc(/C=C/c2ccc(O)cc2)n1-c1ccccc1O returned GSK3B inh -3, PolyA inh inactive, KCNK3 block inactive, DYRK1A inh -2, hERG protect -12, KCNQ1 act inactive, GSK3 alpha inh -1, KCNK9 inh inactive, RGS4 pot inactive and KCNQ1 inh inactive.
`CCOC(=O)C1(c2ccccc2)CCN(CCC(=O)Nc2ccccc2OC)CC1` gave GSK3B inh 1, HDAC3 inh 0, PolyA inh inactive, KCNK3 block inactive, DYRK1A inh 3, hERG protect -3, KCNQ1 act inactive, GSK3 alpha inh 3, KCNK9 inh inactive, RGS4 pot inactive and KCNQ1 inh inactive.
For CCN1C(=O)NC(=O)/C(=C\c2cn(CC(=O)O)c3ccccc23)C1=O the results were GSK3B inh 2, HDAC3 inh 6, PolyA inh inactive, hERG protect -5, KCNQ1 act inactive, GSK3 alpha inh -1, KCNK9 inh inactive, RGS4 pot inactive and KCNQ1 inh inactive.
Screening CCOc1ccccc1N1C(=O)CC(=O)NC1=O returned GSK3B inh -1, HDAC3 inh -4, PolyA inh inactive, KCNK3 block inactive, DYRK1A inh 3, hERG protect -2, KCNQ1 act inactive, GSK3 alpha inh -13, KCNK9 inh inactive, RGS4 pot inactive and KCNQ1 inh inactive.
COc1cc(OC)c2c(c1)O[C@@H](c1ccc(OC)c(OC)c1)[C@H](O)C2 was read as GSK3B inh -3, HDAC3 inh -6, PolyA inh inactive, KCNK3 block inactive, hERG protect -3, KCNQ1 act inactive, GSK3 alpha inh 0, KCNK9 inh inactive, RGS4 pot inactive and KCNQ1 inh inactive.
For CCc1nccc2c1[nH]c1ccccc12 the results were GSK3B inh -3, HDAC3 inh -104, PolyA inh inactive, KCNK3 block inactive, DYRK1A inh 59*, hERG protect -6, KCNQ1 act inactive, GSK3 alpha inh 2, KCNK9 inh inactive, RGS4 pot inactive and KCNQ1 inh inactive.
For O=c1cccc2n1CC1CNCC2C1 (centres undefined) the results were GSK3B inh -2, HDAC3 inh 11, PolyA inh inactive, KCNK3 block inactive, DYRK1A inh -10, hERG protect -5, KCNQ1 act inactive, GSK3 alpha inh -2, KCNK9 inh inactive, RGS4 pot inactive and KCNQ1 inh inactive.
